# Assay outcomes deposited in PubChem by several laboratories.
# Tat export inh: E. coli Tat transport inhibition. E. coli MC4100 TorA-mCherry Tat export, fluorescence. inhibition, % at 10 µM. 340,000 tested, 0.036% active. AID 488895;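 active = mean replicate inhibition at least 50% and at least half of replicates individually reaching 50%; inconclusive = only one of the two criteria met; inactive = neither criterion met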;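 also: exported cargo escapes ClpAP degradation while cytoplasmic cargo is degraded and loses fluorescence; 0% = median of neutral control wells and 100% = median of NaSCN control wells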
# Ecoli viability: bacterial growth inhibition, counter-screen for AddAB inhibitors; E. coli V3065 growth, OD600 absorbance, 18 h; inhibition, % at 11.9 µM; 330,000 tested, 0.27% active; AID 449728;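 active = inhibition above the campaign's mean inhibition across all tested compounds plus 3 SD, cut at about 9.9% in these data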;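 also: uninfected addAB+ strain grown without phage in ampicillin broth; 0% = DMSO wells and 100% = ciprofloxacin 0.95 µg/ml wells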
# CAL PDZ FP-1: blocks peptide binding to human CAL PDZ domain; 330,000 tested, 0.02% active; inhibition, % at 20 µM; Q9HD26; purified CAL PDZ, TMR-peptide fluorescence polarization, 1 h; AID 504414;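 active = highest replicate inhibition of at least 40%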;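 also: plate controls were DMSO neutral control wells for no effect and unlabeled competitor peptide control wells for full effect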
#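 material = purified tagged CAL PDZ domain construct (CerCALP) | compound dosing = 20 µM, one dose | times = 1 h at RT | measured by = fluorescence polarization from S- and P-plane intensities, G-factor corrected | read-out = inhibition from polarization loss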
# phage Ecoli inh: E. coli growth loss with phage present | growth absorbance | inhibition, % at 11.9 µM | 360,000 tested, 0.26% active | AID 651602; in the data active = inhibition above about 11%
# MITF act: MITF TRPM1 promoter activation in melanoma cells; activation, % at 12.5 µM; 300,000 tested, 0.75% active; SK-MEL-5 TRPM1-promoter luciferase, 24 h; % of positive control, neutral wells = 0; AID 588334;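 active = mean activation of at least 80% with every replicate also reaching 80%; inconclusive = mean reaches 80% but some replicate falls short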;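 also: 0% = neutral control wells and 100% = parthenolide positive control wells; values of inactives mirror those of a sister screen read the other way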
# SR-BI uptake up: SR-BI HDL lipid transfer activation; CHO ldlA[mSR-BI] cells, DiI-HDL uptake fluorescence, 3 h; 100 = double the neutral-control signal; activation, % at 12.5 µM; 320,000 tested, 0.096% active; AID 504775;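 active = mean replicate activation of at least 60% and every replicate at or above 60%; inconclusive = mean or all-replicate condition met, but not both; inactive = mean below 60% and not all replicates reaching 60%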;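 also: 0% = median plate neutral-control signal and 100% = twice that signal; values of inactives mirror those of a sister screen read the other way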
#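 Test system: SR-BI-overexpressing, LDLR-lacking CHO cells; Also added: labelled HDL, 10 µg/mL; Measured by: bottom-read cell fluorescence after medium removal, ex 550/em 595 nm; Timing: 3 h uptake period with compound, 37 °C; Buffer or medium: F12, 0.5% BSA, 25 mM HEPES; Doses: single compound concentration, delivered by pin transfer.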
# CAL PDZ FP-2: blocks peptide binding to the human CAL PDZ domain; Q9HD26; purified CAL PDZ, TMR-peptide fluorescence polarization, 1 h; inhibition, % at 24.9 µM; 300,000 tested, 0.92% active; AID 602252;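 active = mean inhibition of at least 30% with at least half of replicates also reaching 30%; inconclusive = no clear call, values can overlap the other calls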;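 also: 0% = DMSO neutral control and 100% = excess unlabeled competitor peptide PRC23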
# SR-BI DiI inh: mouse SR-BI HDL lipid transfer inhibition | inhibition, % at 12.5 µM | 320,000 tested, 0.96% active | ldlA[mSR-BI] CHO cells, DiI-HDL uptake fluorescence, 3 h;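 active = mean replicate inhibition of at least 70% and a set share of replicates each scoring 70 or more; inconclusive = meets just one of the two criteria; inactive = fails both criteria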;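 also: 0% = median of neutral control wells and 100% = median of positive control wells; values of inactives mirror those of a sister screen read the other way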
# Target sequence (Q61009 whole entry, looked up): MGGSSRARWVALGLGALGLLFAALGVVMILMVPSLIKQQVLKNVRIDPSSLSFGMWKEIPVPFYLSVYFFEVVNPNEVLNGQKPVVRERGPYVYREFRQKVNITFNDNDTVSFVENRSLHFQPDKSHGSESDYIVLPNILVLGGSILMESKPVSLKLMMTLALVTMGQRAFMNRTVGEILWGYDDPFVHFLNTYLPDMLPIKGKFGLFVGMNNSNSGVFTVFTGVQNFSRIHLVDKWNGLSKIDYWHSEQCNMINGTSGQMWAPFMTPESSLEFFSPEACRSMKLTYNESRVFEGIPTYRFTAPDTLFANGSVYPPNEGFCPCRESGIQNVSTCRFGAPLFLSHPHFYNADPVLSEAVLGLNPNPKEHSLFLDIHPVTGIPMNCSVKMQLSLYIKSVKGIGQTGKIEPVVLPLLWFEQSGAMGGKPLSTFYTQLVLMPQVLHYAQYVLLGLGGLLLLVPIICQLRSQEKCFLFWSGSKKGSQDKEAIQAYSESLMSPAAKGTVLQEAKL
# Wnt bcat act: Wnt/beta-catenin pathway activation; Wnt/beta-catenin reporter cell assay, activator, plate reader; activation, % at 9.35 µM; 300,000 tested, 1.2% active; AID 743398; in the data active = activation above about 30%, passing the limit was not always enough; inconclusive = no clear call, values can overlap the other calls;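 also: 0% = neutral control wells and 100% = positive control wells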
# AddAB inh: less growth of phage-infected E. coli with AddAB; E. coli expressing H. pylori AddAB, absorbance growth; inhibition, % at 11.9 µM; 330,000 tested, 0.29% active; AID 435030; in the data active = inhibition above about 12%;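 also: 0% = vehicle wells of infected cells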
# Numbers without * were called inactive; ? = inconclusive; · = no result given.
SMILES,Tat export inh,Ecoli viability,CAL PDZ FP-1,phage Ecoli inh,MITF act,SR-BI uptake up,CAL PDZ FP-2,SR-BI DiI inh,Wnt bcat act,AddAB inh
CCCCOc1ccc(N(CC(=O)NC2CCCCC2)C(=O)CCC(=O)Nc2ccccn2)cc1,-3,-3.0,-2.2,1.7,-9,·,-2,·,0,2.3
CC(C)[C@H](NC(=O)c1ccccc1)C(=O)OCC(=O)c1ccccc1F,-1,-0.8,0.1,2.1,1,-14,4,14,0,0.2
O=C(Cn1ncc2c([nH]c3ccccc32)c1=O)N1CCN(c2ccccn2)CC1,5,0.6,-3.0,2.4,-9,11,-4,-11,0,1.6
COc1ccc(Cc2nnc(SC)[nH]c2=O)cc1OC,-2,0.3,-4.8,2.5,·,6,-1,-6,-1,-0.8
CCOC(=O)c1[nH]c2c(c1C)C(=O)CC(c1ccc(OC)c(OC)c1)C2 (centres undefined),-3,0.8,-0.4,0.6,-8,-1,-4,1,-5,4.9
Cc1ccnc(NC(=O)CC(NC(=O)c2ccccc2Cl)c2ccccc2)c1 (centres undefined),2,0.7,-0.3,3.8,58,29,-1,-29,-4,1.4
Cc1[nH]n(-c2ccccc2)c(=O)c1/C=N/NC(=O)c1cccc(F)c1,-7,-5.0,-0.6,-3.3,-2,-132,-3,132*,2,-6.0
CCOC(=O)c1cc(-c2ccccc2)sc1NC(=O)COC(=O)c1cccc(S(N)(=O)=O)c1,4,1.3,-2.4,5.1,15,-17,-3,17,1,-1.6
COCCCNC(=O)c1cc(C(=O)c2ccccc2Br)c[nH]1,-6,-2.5,-1.8,-1.5,-16,-2,-6,2,0,2.6
COCC(=O)N1CCC2CC1c1c(-c3ccc(C(F)(F)F)cc3)cccc12 (centres undefined),9,·,0.5,0.5,4,4,-2,-4,-1,·
CCCC(=O)N(c1ccccc1)C1C=CS(=O)(=O)C1 (centres undefined),-2,1.1,-2.5,2.6,3,15,1,-15,-3,-0.6
O=C(Nc1nc(-c2cccnc2)cs1)c1ccc([N+](=O)[O-])cc1,-9,-1.2,-2.2,-3.9,28,-57,-3,57,7,-0.1
CC(NC(=O)COc1ccc(/C=N/NC(=O)CO)cc1)c1ccccc1 (centres undefined),-11,2.8,0.1,3.2,-24,8,-1,-8,1,0.3
Cc1nc(N2CCOCC2)[nH]c(=O)c1C(O)C(Cl)(Cl)Cl (centres undefined),-4,1.1,-1.2,2.9,3,16,-3,-16,-4,-0.9
Cc1ccc2nc(NCc3ccccc3)[nH]c2c1,-1,-0.8,-2.4,5.8,11,-17,-2,17,20,-0.7
O=C(Cc1ccc(Cl)cc1)Nc1cccc(-c2nnc(-c3ccco3)o2)c1,-3,0.2,-1.3,0.9,·,-5,-4,5,·,0.8
O=C1CC(c2ccccc2)CC(O)=C1C=Nc1cccc(Cl)c1 (centres undefined),3,0.4,-0.5,4.9,-2,2,0,-2,3,1.8
Cc1ccc(C)c(S(=O)(=O)N2CCCC2CNC(=O)C(=O)NC2CCCC2)c1 (centres undefined),-2,0.3,-2.5,3.3,2,-21,-6,21,-3,2.9
Nc1ccccc1C(=O)/C=C/c1ccc2c(c1)OCO2,3,-1.0,1.0,-0.6,85*,-24,1,24,35*,2.8
C=CCn1c(SCC(=O)NC2CCCCC2)nnc1-c1ccc(OC)cc1,-1,0.5,-0.1,2.8,-8,-19,0,19,·,2.6
CCCOC(=O)Cc1c(O)c2ccccc2[nH]c1=O,1,1.5,0.0,3.2,·,8,·,-8,1,4.0
CCC(C)(C)n1nnnc1CN1CCN(c2nc3ccc(C)cc3cc2C#N)CC1,21,0.9,-1.1,0.0,·,-42,·,42,1,-0.2
O=C(CSc1cccc2cccnc12)OCC(=O)c1ccc(Br)cc1,-5,-0.8,-1.0,2.4,7,16,-3,-16,·,0.6
COc1ccc(NC(=O)CN2CCN(C3c4ccccc4-c4ccccc43)CC2)cc1,3,-2.9,-0.3,1.2,-2,-60,-4,60,·,-0.7
CCCNC(=O)c1c(CSc2ccccc2)noc1C(=O)NCc1ccccc1,7,1.1,-0.1,1.9,11,5,-1,-5,-7,4.4
# Other results:
SMILES,Tat export inh,Ecoli viability,CAL PDZ FP-1,phage Ecoli inh,MITF act,SR-BI uptake up,CAL PDZ FP-2,SR-BI DiI inh,Wnt bcat act,AddAB inh
COc1ccc(S(=O)(=O)NCC(c2ccco2)N2CCc3ccccc32)cc1 (centres undefined),-2,-0.6,-1.9,1.0,0,-13,6,13,-4,0.5
CCOC(=O)C(NC(=O)CC)(Nc1ccc(S(=O)(=O)Nc2onc(C)c2C)cc1)C(F)(F)F (centres undefined),-3,1.6,0.0,2.2,1,2,3,-2,0,4.1
Cc1cccc(OCC(=O)Nc2ccc(S(=O)(=O)Nc3onc(C)c3C)cc2)c1C,-3,1.1,0.0,2.1,-2,-5,-3,5,1,4.5
COc1ccccc1CCNC(=O)C(=O)NCC1OCCN1S(=O)(=O)c1ccc([N+](=O)[O-])cc1 (centres undefined),-2,-0.3,-2.9,1.6,-14,-29,-7,29,-4,2.7
Cc1ccccc1OCCC(=O)N1CCN(S(=O)(=O)c2ccc(Br)cc2)CC1,-3,·,-0.8,1.5,-11,-9,1,9,?,·
CCOC(=O)c1ccc(NC(=O)CCC2COc3ccccc3O2)cc1 (centres undefined),17,1.7,-2.2,4.7,-4,-20,0,20,·,2.0
CCC1(C)Cc2ccccc2-c2nc(NCCO)n(-c3ccccc3)c(=O)c21 (centres undefined),1,2.3,-1.5,2.3,-4,-2,·,2,·,1.1
CC(C)(C)OC(=O)C[C@@H]1C/C=C\C[C@@H](CC(=O)N[C@H](CO)Cc2ccccc2)C(=O)N2CCC[C@H]2COC1=O,-3,-0.7,-0.8,-0.6,-1,14,-2,-14,-2,0.7
COc1cc2c(cc1OC)C(C)N(C(=O)c1cc3c(s1)-c1ccccc1OC3)CC2 (centres undefined),21,-1.7,-2.2,0.8,·,-16,·,16,-3,-1.8
C#CCOCCOCCOCCNc1nc(N2CCN(C(=O)C([C@@H](C)CC)n3cc(C(N)CC(C)C)nn3)CC2)nc(N2CCN(C(=O)[C@H](CCC(=O)O)n3cc(C(N)Cc4ccc(O)cc4)nn3)CC2)n1 (some centres undefined),2,-3.5,-0.2,·,-2,0,-2,0,·,2.1
COc1ccc2c(c1OC)C(=O)N(c1ccccc1)C2=O,-6,-0.9,-0.2,1.6,-2,18,-5,-18,-2,1.4
CCCCNC(=O)c1cc2cc(OC)ccc2[nH]1,·,-0.1,·,-1.0,·,·,·,·,15,2.8
CC(C)C(=O)OCC(=O)Nc1ccc(N=Nc2ccccc2)cc1,3,-2.5,-0.2,3.0,51,-28,-4,28,26,4.2
COc1ccc(F)cc1C(=O)C1CCCN(C(=O)C2=C(C)OCCO2)C1 (centres undefined),-2,-1.1,0.6,3.8,-2,-8,2,8,-2,5.0
CCOC(=O)Cn1c(=O)oc2cc(S(=O)(=O)N(C)Cc3ccco3)ccc21,-8,0.0,-1.5,2.4,·,-5,·,4,-2,2.1
CC1=NN(C(=O)COc2cc(C)ccc2C(C)C)C(O)(c2ccccc2)C1 (centres undefined),6,0.3,-0.2,2.9,4,-12,-2,12,0,5.7
CCOC(=O)C(=O)Nc1nnc(Cc2ccc(OC)c(OC)c2)s1,-6,-1.4,-1.1,1.9,5,18,-1,-18,·,1.2
COc1ccc(OC)c(S(=O)(=O)N2CCN(CC(O)COc3ccc(C#N)cc3)CC2)c1 (centres undefined),17,-1.7,-2.3,0.4,-6,·,1,·,4,1.5
CN(C)S(=O)(=O)c1ccc(S(=O)(=O)N(CC(=O)Nc2ccccc2)CC2CCCO2)cc1 (centres undefined),-3,0.4,0.0,2.1,2,11,6,-11,1,2.2
CNS(=O)(=O)c1cccc(C(=O)OCC(=O)C23CC4CC(CC(C4)C2)C3)c1,8,-1.2,-1.3,3.1,-8,-36,-3,36,·,0.3
COCCNC(=O)/C(C#N)=C/c1cc(C)n(C2CCCCC2)c1C,-2,-1.0,0.1,6.0,91*,-11,2,11,12,2.6
CCN(CC)c1ccc(-n2c(C)cc(C=O)c2C)cc1,3,0.4,-0.5,1.8,-9,-28,4,28,·,5.8
CCOc1ccc2oc(C(=O)NC(C)(C)CC)c(C)c2c1,-1,0.7,-1.7,4.4,60,-21,-3,21,0,0.9
COc1ccc(/C=N/NC(=O)c2cccc(Br)c2)cc1CSc1ccccn1,-4,2.1,-8.8,2.2,2,8,-2,-8,·,3.0
O=c1c2ccccc2nc(/C=C/c2ccc(Br)cc2)n1CCCO,-1,-0.6,-2.7,-0.6,5,-48,0,48,2,-0.7

# Laid out differently: entries from further up.
mol	Tat export inh	Ecoli viability	CAL PDZ FP-1	phage Ecoli inh	MITF act	SR-BI uptake up	CAL PDZ FP-2	SR-BI DiI inh	Wnt bcat act	AddAB inh
COc1ccccc1CCNC(=O)C(=O)NCC1OCCN1S(=O)(=O)c1ccc([N+](=O)[O-])cc1 (centres undefined)	-2	-0.3	-2.9	1.6	-14	-29	-7	29	-4	2.7
Cc1ccccc1OCCC(=O)N1CCN(S(=O)(=O)c2ccc(Br)cc2)CC1	-3	·	-0.8	1.5	-11	-9	1	9	?	·
CCOC(=O)c1ccc(NC(=O)CCC2COc3ccccc3O2)cc1 (centres undefined)	17	1.7	-2.2	4.7	-4	-20	0	20	·	2.0

# Remaining list, next part:
SMILES,Tat export inh,Ecoli viability,CAL PDZ FP-1,phage Ecoli inh,MITF act,SR-BI uptake up,CAL PDZ FP-2,SR-BI DiI inh,Wnt bcat act,AddAB inh
C=CCNc1nnc(SC2CC(=O)N(c3ccc(OC)cc3)C2=O)s1 (centres undefined),-10,0.6,-2.2,3.3,-3,22,·,-22,·,1.0
Cc1ccc(C)c(NC(=O)CSc2nnc(-c3n[nH]c4ccccc34)o2)c1,-1,-1.4,-1.4,1.7,-4,-5,-6,5,·,5.3
N#Cc1ccc(OCC(=O)N/N=C/C2CC=CCC2)cc1 (centres undefined),-7,0.9,-1.3,3.8,12,25,·,-25,0,-0.5
COc1ccc(-c2cc(-c3ccc(N)cc3)nc(N)c2C#N)cc1OC,-5,1.3,1.3,2.3,-9,-62,·,62,5,-1.9
NS(=O)(=O)c1ccc(NC(=O)COC(=O)COc2ccccc2)cc1,6,0.2,-2.4,8.6,-2,14,-5,-14,-3,0.8
O=C(COC(=O)c1ccc(Cl)c(S(=O)(=O)N2CCCCC2)c1)NCC1CCCO1 (centres undefined),-1,0.8,-0.2,0.8,-7,14,·,-14,-2,3.3
CCC(=O)Nc1ccc2c(c1)N(C(C)=O)c1ccccc1CC2,4,-0.3,-0.8,0.6,-1,3,1,-3,0,0.2
Cc1sc2ncnc(NCC(c3ccccc3)N(C)C)c2c1C (centres undefined),2,-2.7,-3.7,1.5,11,0,-6,0,-3,1.7
CC(C)c1ccccc1NC(=O)c1cccc(NC(=O)c2ccccc2)c1,4,-0.7,-0.1,3.7,9,-53,-6,53,-4,2.5
